# TRPV1 agonist = activates the human vanilloid receptor TRPV1. Q8NER1. TRPV1-expressing cells, Fluo-8 calcium influx, agonist mode. activation, % at 8.33 µM. 0.19% of 320,000 active; in the data active means activation above about 80%; inconclusive means between about 30% and that limit; further: 0% is about no effect
#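 Cells expressing TRPV1 were dye-loaded with Fluo-8 and read kinetically: 10 s baseline, 3 min after compound (agonist portion), then 2 min after EC20 capsaicin (allosteric enhancer portion). Calcium-bound dye fluorescence at 480/520 nm.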
# B2AR arrestin = beta2AR (human) beta-arrestin recruitment activity; P07550; beta-arrestin recruitment to beta2AR, cell-based reporter; Potency, µM (highest dose often 46.1 µM), inactives show at the highest dose activation, usual class: activators; 0.02% of 330,000 active;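 further: potency means the concentration at half of the fitted maximal effect; 0% = DMSO controls and full agonism = EC100 isoproterenol or metaproterenol; nearly all actives have a fitted effect of over 65% in size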
# USP2a inh = inhibitors of human ubiquitin-specific protease USP2a; O75604; USP2 core, Ub-CHOP2 coupled fluorogenic reporter, 485/531; Potency, µM (titrated, usually from 38.3 µM), without a hit: at the highest dose activity change, negative = inhibition, actives largely listed as inhibitors; 0.01% of 330,000 active; AID 463254;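 further: potency means the concentration at half of the fitted maximal effect; plate controls were DMSO wells for no effect and full inhibition by NEM control for full effect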
# Target sequence (O75604 whole entry, looked up): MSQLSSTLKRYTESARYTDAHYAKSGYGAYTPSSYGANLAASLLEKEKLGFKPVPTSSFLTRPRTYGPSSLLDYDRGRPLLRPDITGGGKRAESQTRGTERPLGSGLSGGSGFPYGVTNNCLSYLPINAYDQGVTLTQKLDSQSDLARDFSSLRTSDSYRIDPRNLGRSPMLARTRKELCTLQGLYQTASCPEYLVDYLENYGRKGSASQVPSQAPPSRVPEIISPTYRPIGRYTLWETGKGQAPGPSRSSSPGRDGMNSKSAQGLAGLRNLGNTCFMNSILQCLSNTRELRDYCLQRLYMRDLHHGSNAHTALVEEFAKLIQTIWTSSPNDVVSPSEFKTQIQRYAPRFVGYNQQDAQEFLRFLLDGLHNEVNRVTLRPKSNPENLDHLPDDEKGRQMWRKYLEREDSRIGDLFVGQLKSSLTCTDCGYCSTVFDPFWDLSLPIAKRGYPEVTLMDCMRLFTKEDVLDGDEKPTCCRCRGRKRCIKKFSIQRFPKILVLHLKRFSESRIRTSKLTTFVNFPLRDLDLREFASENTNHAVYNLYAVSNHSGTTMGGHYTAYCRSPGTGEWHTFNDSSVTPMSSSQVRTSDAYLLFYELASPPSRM
#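 Deubiquitinase activity read as fluorescence (485/531 nm) after Ub-CHOP2 cleavage activates the enterokinase reporter on its substrate; USP2 core 10nM, Ub-CHOP2 and substrate 25nM each, 30min compound preincubation then 60min RT; data normalized to NEM, curves fitted.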
# p53 reactivator = re-activators of mutant p53 | 0.063% of 320,000 active | H1299 p53-A138V BP100-luciferase reporter, luminescence, 24 h | AID 504706 | Potency, µM (titrated, usually from 92.2 µM), for the others: at the top dose activity change, positive = activation, usual class: activators; further: potency means the concentration at half of the fitted maximal effect; % of control where 0% means no effect; nearly all actives have a fitted effect of over 45% in size
#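 H1299 (p53-null), stable ts p53-A138V + BP100-Luc; 1000 cells/well, Opti-MEM/10% FBS; cpd 4 pt, 1:5; 24 h, 37 deg C, 5% CO2; detection reagent 10 min RT; luminescence.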
# Eya2 phos inh = blocks the phosphatase activity of human Eya2; recombinant Eya2, OMFP fluorescence dephosphorylation (OMFP is methylfluorescein phosphate); Potency, µM (series often up to 76.9 µM), without a hit: top-dose activity, negative = inhibition, actives largely listed as inhibitors; 0.006% of 330,000 active; AID 488837; further: potency means the concentration at half of the fitted maximal effect; on the % scale 0 is the no-effect control and ±100 the full control effect
#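 Eya2 (0.2 uM) preincubated 10 min at ambient with compound, then OMFP substrate added at 50 uM; 10 min reaction in 50 mM HEPES pH 7.5, 50 mM NaCl, 5 uM MgCl2, 0.05% BSA, 1 mM DTT. Fluorescence read at Ex 485/Em 525 nm.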
# Integrin act MD = activators of alpha7 integrin expression for muscular dystrophy | alpha7betagal myoblasts, beta-gal FDG fluorescence, 48 h | Potency, µM (highest dose often 38.3 µM), for the others: at the highest dose activation, usual class: activators | 0.064% of 350,000 active;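 further: potency means the concentration at half of the fitted maximal effect; 100% = response of the positive control SU9516; nearly all actives have a fitted effect of over 60% in size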
#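 alpha7betagal+/- myoblasts (passage 13, 250/well) treated 48 h at 37C with compounds at 1:260 dilution of DMSO stock. Lysed, then beta-galactosidase activity read as FDG fluorescence (ex 480/em 540) after 30 min, with pre-read for autofluorescence.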
# BRCA1 expr up = increases BRCA1 expression | MCF7-BRCA1-FFLuc reporter, luminescence, 48 h; response scale: scaled: vehicle 0%, 10 µM genistein 100% | Potency, µM (highest dose often 46.1 µM), for the others: top-dose activation, usual class: activators | 1.1% of 380,000 active; further: potency means the concentration at half of the fitted maximal effect; nearly all actives have a fitted effect of over 80% in size; some results filed as inactive show a strong effect at the top dose
#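 Compounds are tested at multiple concentrations on MCF7 BRCA1-luciferase reporter cells seeded at 2000 per well; after 48 h, a single luminescence end-point is taken and curves fitted to the normalized data.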
# TSG101-PTAP inh = blocks PTAP/TSG101 interaction to inhibit HIV-1 budding; 340,000 tested, under 10 active; Potency, µM (titrated, usually from 115 µM), for inactives: top-dose activity change, negative = inhibition, usual class: inhibitors; AID 493005; Q99816; Fluorescence polarization, FITC-PTAP peptide / Tsg101 binding; active means well fitted inhibition curve with a large enough effect in the main read-out, with a control signal flat, not every such curve was filed as active; inconclusive means small, poorly fitted or top-dose-only effect, or effect the other way, or a change in a side signal; inactive means no such curve, though single readings can be large or run the other way; further: potency means the concentration at half of the fitted maximal effect; % of control where 0% means no effect
# Target sequence (Q99816 whole entry, looked up): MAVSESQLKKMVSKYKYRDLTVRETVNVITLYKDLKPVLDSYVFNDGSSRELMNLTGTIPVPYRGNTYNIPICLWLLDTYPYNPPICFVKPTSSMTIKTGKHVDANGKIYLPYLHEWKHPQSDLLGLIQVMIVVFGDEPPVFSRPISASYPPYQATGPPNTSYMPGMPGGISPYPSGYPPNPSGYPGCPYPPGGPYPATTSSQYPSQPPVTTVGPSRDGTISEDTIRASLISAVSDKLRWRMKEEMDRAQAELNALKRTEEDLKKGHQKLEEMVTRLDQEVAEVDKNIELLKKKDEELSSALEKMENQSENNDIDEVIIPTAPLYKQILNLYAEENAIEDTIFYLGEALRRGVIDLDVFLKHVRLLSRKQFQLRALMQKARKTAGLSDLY
#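 Fluorescence polarization binding of Tsg101 binding domain (10 uM final) to FITC-labeled PTAP peptide (50 nM final) in HEPES pH 7.5 buffer with NaCl, Tween 20, EDTA, TCEP. Compounds added before peptide; binding 20 min at RT.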
# ELG1 genotox = inducers of genotoxicity in HEK293T ELG1-luciferase cells; 1.3% of 330,000 active; HEK293T ELG1-luciferase reporter, luminescence, 16 h; Potency, µM (highest dose often 46 µM), for the others: top-dose activity change, positive = activation, most hits filed as activators; AID 504466; further: potency means the concentration at half of the fitted maximal effect; % of control where 0% means no effect; nearly all actives have a fitted effect of over 60% in size
#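 Cells (2,000/well) expressing the ELG1-luciferase fusion are dosed by pin tool and kept 16 hr at 37 °C, 5% CO2. Signal comes from ONE-Glo luciferase reagent after 30 min at room temperature.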
# uPA surface inh = inhibitors of cell surface uPA generation | Potency, µM (highest dose often 38.3 µM), without a hit: at the top dose activity change, negative = inhibition, hits mostly inhibitors | 0.31% of 330,000 active | cell surface uPA generation assay, qHTS | AID 540303; active means well fitted inhibition curve with a large enough effect; inconclusive means small, poorly fitted or top-dose-only effect; inactive means no such curve, though single readings can be large or run the other way; tested in mouse RAW 264.7 cells; further: potency means the concentration at half of the fitted maximal effect; on the % scale 0 is the no-effect control and ±100 the full control effect; nearly all actives have a fitted effect of over 55% in size
# ASM inhibitor = blocks human secretory acid sphingomyelinase. placental ASM, HMU-PC fluorogenic substrate, 60 min. 0.006% of 340,000 active. Potency, µM (doses to about 57.5 µM), inactives show at the highest dose activity change, negative = inhibition, most hits filed as inhibitors. AID 504937. P17405; further: potency means the concentration at half of the fitted maximal effect
#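 Steps: dispense placental human ASM, pin compound, wait 10 min at room temperature, add HMU-PC0 substrate at 9 uM final, incubate 60 min at 37 °C, add stop solution raising pH to 10, read fluorescence.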
# The depositor's hits bear a star; u = inconclusive; x = no result given; [ ] = another dose, or the depositor's remark. Unless noted, the call rests on the fitted dose curve; in most records, active means well fitted curve in the direction sought with a large enough effect; inconclusive means small, poorly fitted or top-dose-only effect, or another doubt; inactive means no such curve, though single readings can be large; an effect the other way counts as inactive or inconclusive.
SMILES,TRPV1 agonist,B2AR arrestin,USP2a inh,p53 reactivator,Eya2 phos inh,Integrin act MD,BRCA1 expr up,TSG101-PTAP inh,ELG1 genotox,uPA surface inh,ASM inhibitor
COc1ccc(-n2nc(C(=O)NCC(=O)NCC3CCCO3)c3ccccc3c2=O)cc1 (centres undefined),-4,-0.2%,0%,-10%,0%,14%,12%,-2%,-4%,8%,2%
Cc1[nH][nH]c(=O)c1C(c1ccc(-c2ccc(Cl)cc2)o1)c1c(C)[nH][nH]c1=O,1,-0.4%,4%,2%,6%,2%,-17%,1%,-8%,-8%,-2%
Nc1ccc(S(=O)(=O)Nc2nccc(/C=C/c3ccccc3F)n2)cc1,0,0.1%,4%,-1%,6%,-41%,0%,-1%,16%,-11%,4%
Cc1ccc(S(=O)(=O)N2CCN(C(=O)c3cc(C4CC4)nc4c3cnn4C(C)C)CC2)cc1,-2,0.2%,1%,-12%,3%,-42%,-11%,2%,-8%,3%,5%
Cc1cccc(C)c1OCC(=O)Nc1ccccc1C(F)(F)F,13,-0.2%,9%,1%,1%,-44%,0%,-1%,0%,-6%,-4%
Cc1nn(C(=O)CCCn2cc([N+](=O)[O-])cn2)c(C)c1Cl,2,-0.2%,1%,-1%,-14%,8%,-5%,-1%,0%,-2%,-3%
CC1CN(C(=O)C(C)N2C(=O)c3ccccc3C2=O)CC(C)O1 (centres undefined),3,-0.3%,0%,3%,-9%,-5%,2%,-2%,-1%,x,4%
CN(C)CCNC(=O)CN1C(=O)CSc2ccc(S(=O)(=O)N3CCCCC3)cc21,1,-0.2%,1%,0%,8%,-8%,13%,-3%,0%[9.26 µM],0%,1%
Cn1cc(/C=C(\NC(=O)c2ccccc2Cl)C(=O)NCCN2CCOCC2)c2ccccc21,-1,-0.9%,3%,1%,6%,-1%,11%,-1%,-4%,-1%,-1%
O=C(CCn1nnc2ccccc21)Nc1nnc(COc2ccc(F)cc2)s1,1,-2.9%,1%,0%,7%,-4%,5%,-10%,0%,1%,0%
COc1ccc(C)cc1S(=O)(=O)NCc1cccs1,0,0.1%,3%,3%,-1%,7%,20%,-1%,-9%,-2%,-3%
COc1cc(/C=N/NC(=O)c2ccc([N+](=O)[O-])cc2Cl)cc(Br)c1O,u,-0.8%,4%,-6%,1%,-8%,-4%,-5%,2%,-6%,0%
N#Cc1cc(-c2ccccc2)cn(Cc2c(Cl)cccc2Cl)c1=O,3,0.0%,0%,-4%,0%,-11%,-1%,-4%,2%,x,371%[activator]
CC(C)(C)NC(=O)CN(C(=O)CNC(=O)c1cccs1)c1ccccc1F,2,0.2%,-1%,-3%,-3%,7%,-5%,-5%,1%,-2%,0%
O=C(NCCCN1CCCC1=O)c1cccnc1,-2,-0.2%,1%,-3%,-1%,6%,3%,-3%,1%,x,4%
COc1ccccc1NC(=O)COC(=O)C12CC3CC(CC(Br)(C3)C1)C2,x,0.0%,3%,7%,-40%,-32%,1%,-2%,1%,13%,-8%
O=S(=O)(Nc1cccc(S(=O)(=O)N2CCCC2)c1)c1ccccc1F,x,0.0%,3%,-7%,-25%,16%,8%,-6%,0%,1%,0%
COc1ccc(Cl)cc1NC(=O)CN(C)C(=O)C12CC3CC(CC(Cl)(C3)C1)C2,u,-0.2%,-1%,-2%,-5%,-18%,-62%,-2%,-6%,6%,-5%
Cc1ccc(-c2nc(Nc3cccc(O)c3)c3ccccc3n2)cc1,17,-0.1%,0%,-4%,-14%,0%,-16%,-2%,-8%,-7%,-15%
O=C(Cn1cnc2cc([N+](=O)[O-])ccc2c1=O)Nc1ccc2c(c1)OCO2,-1,0.0%,0%,11%,8%,-28%,-14%,-1%,-5%,5%,-3%
O=C(c1ccco1)N1CCN(c2cccc(Cl)c2)CC1,u,0.1%,-2%,7%,-1%,14%,u,-4%,u,-13%,-3%
COc1ccc(C(=O)N(CN2CCCC2=O)c2ccc(C)cc2)cc1,1,0.4%,-7%,-1%,16%,-43%[inhibitor],2%[1.84 µM],-3%,-6%,2%,1%
CC[C@H](C)Cc1cn([C@@H](CCCCNC(=O)OC(C)(C)C)C(=O)NCCCCCCCCCCC(=O)N2CCN(C(=O)OC(C)(C)C)CC2)nn1,4,-1.2%,-1%,0%,-28%,-17%,-39%,-3%,-11%,16%,5%
Cc1cc(C)n(/N=C/c2c[nH]c3ccccc23)c(=O)c1C#N,7,0.0%,-4%,-1%,2%,7%,4%,-11%,7%,-6%,6%
O=S(=O)(c1ccccc1F)N1CCN(C(=S)NCc2ccccc2)CC1,u,-0.1%,-5%,-3%,-3%,10%,-2%,1%,-3%,-2%,-2%
SMILES,TRPV1 agonist,B2AR arrestin,USP2a inh,p53 reactivator,Eya2 phos inh,Integrin act MD,BRCA1 expr up,TSG101-PTAP inh,ELG1 genotox,uPA surface inh,ASM inhibitor
O=C1C(Cc2c[nH]c3ccccc23)NC(=S)N1C1CCCCC1 (centres undefined),1,0.2%,0%,-1%,6%,0%,-9%,-8%,0%,6%,-3%
Cc1ccccc1-c1nn(-c2ccc(F)cc2F)cc1CNCC(C)O (centres undefined),10,0.4%,1%,-3%,-3%,-7%,-5%,-5%,-1%,-1%,0%
CN(C)CCNc1ccc(Cl)cc1[N+](=O)[O-],0,-0.6%,0%,-10%,2%,23%,-4%,2%,2%,-3%,-3%
CC(C)c1cccc(-c2ccc3c(c2)S(=O)(=O)c2cccc(C(=O)O)c2C3=O)c1,2,0.2%,3%,-5%,6%,21%,-4%,-1%,5%,-4%,15%
CC1CCCN(C(=O)c2ccc(-c3ccccc3Cl)o2)C1 (centres undefined),u,-1.1%,-7%,29%,-17%,19%,u,-3%,15µM*,5%,0%
C/C(Cl)=C/CN1C(=O)C2C3C=CC(C3)C2C1=O (centres undefined),-1,-1.0%,1%,4%,1%,0%,2%,1%,-2%,-15%,-2%
O=C(NCc1ccccn1)C(=O)NN=C1CCCCCCC1,6,-0.5%,0%,3%,-18%,14%,23%,-6%,2%,3%,2%
O=C(Nc1cccc(S(=O)(=O)N2CCCC2)c1)c1cccc(S(=O)(=O)N2CCOCC2)c1,21,-0.1%,1%,1%,-21%,-20%,-23%,-6%,-6%,-8%,1%
C=CCNc1c2c(nc3nnnn13)CCCC2,-1,0.4%,1%,5%,6%,-1%,6%,-2%,4%,-10%,-1%
Cc1ccc(S(=O)(=O)NCc2ccccc2)cc1C(=O)NCc1ccccn1,4,-0.1%,4%,0%,6%,22%,-22%,-4%,-8%,6%,3%
O=C(c1ccc(CSc2ccccc2)cc1)N1CCCCCC1,19,-0.5%,1%,u,-3%,13%,u,-1%,u,5%,2%
CCOC(=O)[C@@H]1[C@H]2COc3cc(OC)ccc3[C@H]2N2C(=O)N(c3ccc(OC)cc3)C(=O)[C@]12C,x,-0.2%,2%,1%,9%,3%,1%,-3%,1%,3%,-3%
COc1cc2cc(-c3ccc(O)cc3O)nc(C)c2cc1OC,20,-0.3%,1%,-1%,-6%,0%,-69%,1%,u,-18%,-11%
O=c1c2[nH]c3ccccc3c2ncn1Cc1cccnc1,-2,-1.0%,1%,0%,-4%,-5%,9%,-4%,4%,3%,3%
CC(c1ccncn1)N(C)C(=O)c1ccc2oc(Cc3ccccc3)nc2c1 (centres undefined),3,0.2%,-2%,-9%,-23%,4%,32%,-3%,u,2%,4%
CCOC(=O)Cc1cc(-c2ccc(OC)cc2)nc2ccc3ccccc3c12,5,-1.0%,0%,9%,-6%,2%,-37%,2%,-1%,3%,90%[activator]
Cc1ccc(S(=O)(=O)/C(C#N)=C/c2c(N3CCOCC3)nc3ccccn3c2=O)cc1,2,-0.4%,-2%,-4%,-7%,10%,-4%,-2%,3%,-2%,-4%
COC(=O)CCC(=O)COc1ccccc1C#N,1,-0.1%,3%,u,10%,16%[7.66 µM],23%,-1%,u,x,7%
CCOC(=O)C(Cc1ccccc1)NC(=O)CCCC(=O)c1ccccc1 (centres undefined),16,-0.2%,3%,-1%,-3%,11%,-25%,3%,-2%,2%,6%
NS(=O)(=O)c1ccc(Cl)c(S(N)(=O)=O)c1,x,x,x,x,x,-9%,3%,1%,x,-1%,1%
Cc1[nH]c2ccccc2c1/C=N/NC(=O)CNC(=O)COc1ccccc1,-3,-0.2%,2%,-2%,4%,4%,3%,-6%,3%,-3%,-5%

# Bioassay records (PubChem)

# Rows were taken by chance. Share with any hit: about 2.6%.
